# D1 mod: D1 CRE-luciferase signal change, two-sided – cell-based, HEK293 D1, dopamine EC30, D1 allosteric modulator project, primary screen. 5.9% of 58,000 active. B-score at 10 µM. dopamine EC30 potentiation; actives deviate in either direction. D(1A) dopamine receptor (Homo sapiens), P21728;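 active = luminescence count or its row- and column-corrected plate score outside the 99.7% band of the plate's sample wells, on either side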
# HTR1E agonist: 5-HT1E receptor agonists, primary screen, cell-based, HTS | CHO 5-HT1E Ga15 NFAT-bla reporter, FRET; 0% DMSO wells, 100% control agonist wells | activation, % at 6 µM | 0.69% of 65,000 active;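 active = activation above a set limit, the screen-wide mean activation plus 3 SD, cut at about 8.5% in these data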;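 also: 100% = positive control agonist at 1 µM giving full maximal response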
# 5-HT1A blocker: human 5-HT1a receptor antagonists, primary screen, cell-based, CHO, Ga15 NFAT-bla reporter. CHO 5-HT1a Ga15 NFAT-bla reporter, antagonist mode. 5-hydroxytryptamine receptor 1A (Homo sapiens), P08908. inhibition, % at 10 µM. 0.68% of 62,000 active;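 active = inhibition above the mean of all tested compounds plus 3 SD, cut at about 43% in these data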;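 also: receptor stimulated by 5-CT agonist at 100 nM near EC80; beta-lactamase reporter measured by ratiometric fluorescence of a cleavable substrate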
# Target sequence (P08908 whole entry, looked up): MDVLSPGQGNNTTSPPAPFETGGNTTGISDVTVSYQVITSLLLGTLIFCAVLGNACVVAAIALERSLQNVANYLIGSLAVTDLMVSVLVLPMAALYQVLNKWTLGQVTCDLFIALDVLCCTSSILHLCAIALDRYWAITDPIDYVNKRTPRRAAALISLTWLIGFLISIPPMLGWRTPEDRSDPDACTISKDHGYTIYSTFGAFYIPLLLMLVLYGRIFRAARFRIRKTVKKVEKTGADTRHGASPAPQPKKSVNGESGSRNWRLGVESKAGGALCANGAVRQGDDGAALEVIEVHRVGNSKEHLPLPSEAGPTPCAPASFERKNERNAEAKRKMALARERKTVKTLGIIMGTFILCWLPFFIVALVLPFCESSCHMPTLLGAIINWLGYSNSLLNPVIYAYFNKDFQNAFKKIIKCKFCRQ
# HTR1E antagonist: 5-HT1E receptor antagonists, primary screen, cell-based, HTS. 5-hydroxytryptamine receptor 1E (Homo sapiens), P28566. CHO 5-HT1E Ga15 NFAT-bla reporter, FRET, antagonist. inhibition, % at 6 µM. 0.99% of 65,000 active;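 active = inhibition above a set limit, the mean inhibition across every tested compound plus 3 SD, cut at about 29% in these data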;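 also: signal is the 460 over 535 nm emission ratio of beta-lactamase substrate; 0% = agonist plus DMSO wells and 100% = wells without agonist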
# 5HT1a ag: human 5-HT1a receptor agonists, primary screen, cell-based, CHO, Ga15 NFAT-bla reporter. 0.56% of 65,000 active. 5-hydroxytryptamine receptor 1A (Homo sapiens), P08908. AID 567, 2006. activation, % at 10 µM. CHO 5-HT1a Ga15 NFAT-bla reporter, FRET ratio; 0% basal, 100% maximal reference agonist;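 active = activation above the screen-wide mean activation plus 3 SD, cut at about 19% in these data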;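 also: 0% = DMSO wells and 100% = 5-CT at EC100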
# S1P3 ag: human S1P3 receptor agonists, primary screen, cell-based, primary and confirmation, NFAT-BLA reporter. S1P3 NFAT-BLA reporter cells, agonism, FRET ratio; relative to 1 µM S1P, basal subtracted. activation, % at 4.5 µM. 0.1% of 60,000 active. Sphingosine 1-phosphate receptor 3 (Homo sapiens), Q99500. AID 373, 2006;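 active = activation above the screen-wide mean plus 3 SD, cut at about 4.5% in these data, passing the limit was not always enough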; also: some compounds called inactive have numbers as strong as hits
#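 Assay system: stable CHO line with human S1P3, Gα16, NFAT-BLA reporter; Detection: FRET β-lactamase substrate fluorescence, excitation 405 nm, 460/535 nm emission ratio, background-subtracted; Read-out: percent activation versus median 1 µM S1P response, basal-subtracted, per plate; Incubation: cells plated overnight, compound 4 h 37 °C, substrate 2 h RT.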
# S1P1 ag pot: S1P1 agonists and agonism potentiators, primary screen, cell-based, primary and confirmation screens, CRE-bla reporter; 0.57% of 56,000 active; activation, % at 9.5 µM; S1P1 CRE-bla cells, forskolin, beta-lactamase FRET, potentiator mode; S1P1 agonist co-added at EC20, 2 nM; 100% = saturating reference agonist, 0% = basal; AID 449, 2006;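 active = activation above a cutoff set at the mean activation of all tested compounds plus 3 SD, cut at about 54% in these data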;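 also: forskolin at 4 µM as EC80 and the EC20 agonist is SEW2871; 100% = SEW2871 at its EC100 plus forskolin at EC80; some compounds past the cut are filed as inactive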
# Target sequence (P21453 whole entry, looked up): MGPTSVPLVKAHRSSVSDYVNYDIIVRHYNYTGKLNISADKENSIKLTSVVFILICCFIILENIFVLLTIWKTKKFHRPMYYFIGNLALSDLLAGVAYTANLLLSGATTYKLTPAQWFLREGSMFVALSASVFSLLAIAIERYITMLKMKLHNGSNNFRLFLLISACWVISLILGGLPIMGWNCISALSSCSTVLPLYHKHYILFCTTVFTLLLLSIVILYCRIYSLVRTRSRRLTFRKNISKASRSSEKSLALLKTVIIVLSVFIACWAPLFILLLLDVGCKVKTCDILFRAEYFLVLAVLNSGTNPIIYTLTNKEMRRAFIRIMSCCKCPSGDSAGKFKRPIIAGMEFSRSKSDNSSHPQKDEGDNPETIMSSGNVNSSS
# HEK293 NFkB inh: inhibitors of PMA/ionomycin-induced NF-kB reporter, primary screen, antigen receptor NF-kB inhibitor project, cell-based, HEK-293 luciferase reporter, luminescence; 0.21% of 62,000 active; inhibition, % at 3 µM; AID 465, 2006; HEK-293 NF-kB luciferase reporter;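 active = inhibition above the mean of all tested compounds plus 3 SD, cut at about 40% in these data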;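 also: 0% = stimulated DMSO wells and 100% = 10 µM reference inhibitor 5653914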
#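 Timing: 1 h pretreatment, 16 h stimulation, 37 °C; system: HEK-293 cells with stable firefly luciferase reporter driven by four HIV NF-kB elements; doses: 3 µM once, 0.30% DMSO; measured by: luciferase luminescence; control set: DMSO and 10 µM reference inhibitor; repeats: single test; reagent: PMA plus ionomycin mix as NF-kB-activating stimulus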
# Jurkat viability: cytotoxicity toward Jurkat T cells, primary screen, cytotoxicity control, cell-based, Jurkat E6.1, 60K MLSMR library; Jurkat E6.1 viability, ATP luminescence, 48 h; inhibition, % at 4 µM; 1.2% of 56,000 active; AID 463, 2006;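 active = inhibition above the mean inhibition of all tested compounds plus 3 SD, cut at about 28% in these data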
# An asterisk follows results filed as active; . = no result given.
SMILES,D1 mod,HTR1E agonist,5-HT1A blocker,HTR1E antagonist,5HT1a ag,S1P3 ag,S1P1 ag pot,HEK293 NFkB inh,Jurkat viability
CCC(C)C1C(C#N)=C(N)Oc2n[nH]c(-c3ccccc3)c21 (stereo not drawn),1.3,1.2,6,1,-0.4,-0.4,-7,12,8
CCc1ccc2oc(-c3cc(N)cc(C)c3O)nc2c1,.,-0.9,32,-2,-1.9,-0.7,65*,33,47*
O=C1CC(C(=O)N(c2cccc(F)c2)C(C(=O)NC2CCCC2)c2ccccn2)CS1 (stereo not drawn),-0.38,-0.1,-2,1,-2.0,.,.,16,.
CC(C)N(Cc1nc(-c2ccccc2)no1)C(=O)CN1C(=O)c2ccccc2C1=O,-0.09,0.3,2,-8,-3.4,-0.2,.,-2,0
Cc1ccc(-c2nc(CS(=O)CC(=O)NCCN(CC(C)C)CC(C)C)c(C)o2)cc1 (stereo not drawn),-0.21,-0.3,7,-4,-2.0,-0.9,14,14,14
CN(C)C(=O)CSc1nnc(CCNC(=O)OC(C)(C)C)o1,0.06,0.2,-2,-6,-0.3,-0.6,-1,15,-8
CC(CNC(=O)c1ccc(Br)o1)NC(=O)c1ccc(Br)o1 (stereo not drawn),-0.012,0.9,-4,-8,2.0,-0.8,-6,11,9
COc1ccccc1NC(=O)c1cc(Sc2nncn2C)nc2ccccc12,0.0059,-1.3,2,8,-0.1,-1.8,11,24,1
CCc1nc(NCC(C)C)c(C#N)c2c1COC(C)(C)C2,.,-0.6,.,16,3.8,-1.8,1,.,.
CCOc1ccc(NC(=O)c2nn(C)cc2Br)cc1,.,-0.7,.,6,-0.3,-1.9,-8,.,.
Cc1ccc(-c2n[nH]c(=S)n2C)cc1,0.54,-0.6,-3,-1,-3.2,-0.5,56,5,3
CCCOc1cccc(-c2nnc(N)s2)c1,3.6,-1.7,.,-7,0.7,-2.2,-6,.,.
CC1=C(C(=O)OC(C)C)C(c2cccs2)n2ncnc2N1 (stereo not drawn),-1,0.5,-1,6,-1.6,-0.6,-11,5,3
CN(C)S(=O)(=O)N1CCN(C(=O)N(c2ccccc2)c2ccccc2)CC1,1.1,0.4,-2,-5,-4.0,-0.4,-29,13,0
CC(C)Cn1c(=O)c2c(c3ccccc31)OC(C)C(=O)N2 (stereo not drawn),4.2*,0.6,1,5,-2.2,0.8,-21,6,-5
CCS(=O)(=O)N1CCN(Cc2nc3ccccc3c(=O)[nH]2)CC1,1,0.0,-2,-8,-1.4,.,.,10,.
CCN1CCc2nc(NC(=O)c3ccc4c(c3)OCCO4)sc2C1,-0.25,0.6,-7,5,0.4,-0.2,-1,16,1
Cc1ccc2[nH]c3nc(SCCN4CCOCC4)nnc3c2c1,-0.28,-0.6,2,14,-2.3,0.3,0,-6,-1
O=C1C2CCCN2C(c2ccc(Cl)cc2)N1c1nccs1 (stereo not drawn),0.26,0.0,-5,-3,1.2,0.0,10,18,1
CCn1c(SC(C)C(=O)O)nc2sc3c(c2c1=O)CCC3 (stereo not drawn),0.34,-0.6,.,-13,3.2,-0.6,-9,.,.
c1ccc(-c2ccccc2-c2nc(-c3ccncc3)no2)cc1,.,-0.5,-1,-2,-1.7,-0.1,-38,16,8
O=c1nc(N2CCOCC2)ccn1-c1nc(-c2ccccc2)oc1-c1ccccc1,-2.5,0.5,-4,-6,-1.4,-0.8,-16,7,0
C=CCSc1nc(N)c2c(C)c(C)sc2n1,4.9*,0.3,-5,4,49*,-0.6,-31,9,6
O=C(c1cncc(Br)c1)N1CCN(c2ccc(N3CCOCC3)nn2)CC1,-0.43,-0.5,7,18,3.4,-0.9,1,-6,-2
Cn1c(CCN2CCOCC2)nc2cc(NC(=O)COc3ccc(Cl)cc3)ccc21,-0.86,0.1,-6,-3,-1.2,-0.1,20,6,11

# Other entries follow:
SMILES,D1 mod,HTR1E agonist,5-HT1A blocker,HTR1E antagonist,5HT1a ag,S1P3 ag,S1P1 ag pot,HEK293 NFkB inh,Jurkat viability
COC(=O)c1ccc(-c2nc3ccc(C)cc3o2)cc1,-0.55,1.4,4,-1,-1.9,-1.1,23,-28,10
N#CC1=C(N)N(c2ccccc2)C(c2ccco2)C1(C#N)C#N (stereo not drawn),7.7*,-2.5,22,27,42*,-0.9,7,14,14
CCc1nnc(NC(=O)OCc2ccccc2)s1,2.4,-0.2,4,17,-4.5,-0.9,9,-12,9
Oc1[nH]c2ccccc2c1/C=N/c1nccs1,-0.4,0.5,11,-3,-5.2,-0.8,-15,-5,2
COCCOC(=O)c1c(C)oc2ccc(OCC=C(C)C)cc12,-0.042,-1.1,0,1,-3.3,-1.8,15,12,8
Cc1ccc(-c2nn3c(C)nnc3s2)cc1NC(=O)C(C)C,-0.18,0.3,8,-2,-3.2,-0.4,-11,12,1
COC(=O)c1c(N)sc(C(C)=O)c1C,0.68,0.0,-1,8,-4.4,-1.1,-24,-3,-2
COc1cc(-c2nnc(SCc3cc(=O)oc4cc(C)ccc34)o2)cc(OC)c1OC,-0.34,0.6,-20,11,2.7,0.8,-38,3,4
Fc1ccccc1CSc1nnc(-c2cccs2)o1,-0.059,0.1,-18,-4,1.6,1.8,35,-33,-6
COC(=O)c1cc2nc(-c3ccc(OC)c(OC)c3)cc(C(F)(F)F)n2n1,-0.57,0.5,-22,2,0.5,-0.5,-48,2,-4
Cn1c(Cc2ccccc2)nnc1SCC(=O)Nc1ccccc1N1CCOCC1,-0.8,-0.9,-3,2,0.1,-1.0,-18,7,-3
CN(CC(=O)Nc1nc2ccccc2s1)S(=O)(=O)c1ccccc1,-0.57,0.2,3,-5,-2.6,-0.4,9,1,1
Cc1cc(Cl)ccc1OCC(=O)N1C(C)CCCC1C (stereo not drawn),-0.1,-0.7,11,-1,1.0,0.6,11,11,-5
N#Cc1c(NC(=O)c2ccncc2)sc2c1CCC2,-1.6,0.8,-14,-3,-1.8,-1.1,-6,1,5
O=C(N1CCN(c2ccccc2)CC1)C12CC3CC(CC(C3)C1)C2,-1.5,2.1,7,0,17,0.6,6,-1,-12
CCC(CO)NC(=O)c1cccc(S(=O)(=O)N2c3ccccc3CC2C)c1 (stereo not drawn),0.75,-0.3,16,7,0.0,-0.2,9,20,-2
COc1cccc(NC(=O)Cc2cccs2)c1,-0.42,-0.6,11,12,-2.7,-0.3,0,-2,-7
COCCCn1c2nc3ccccc3nc2c2c(=O)n(Cc3ccc(Cl)cc3)cnc21,1.4,-0.2,-2,11,3.4,-0.4,10,4,8
Cc1cc(NC(=O)c2cccc(S(=O)(=O)N3CC(c4ccccc4)CC3=O)c2)no1 (stereo not drawn),2,-0.2,3,-2,0.9,0.2,-9,12,5
COc1ccc(-c2c(C)oc3c(CN4CCN(C)CC4)c(O)ccc3c2=O)cc1,-0.15,0.7,1,-7,1.4,0.3,-11,-1,-1
CCn1ncc(Cl)c1C(=O)Nc1cc(Cl)ccc1Cl,0.08,-0.1,-2,-7,0.7,0.0,-34,6,-3
Cc1nnc(C)n1N1C(=O)c2cccc3cccc(c23)C1=O,-0.38,2.2,4,3,-0.7,0.5,-9,10,1
c1ccc(CCCc2nc(-c3ccccn3)no2)cc1,-1.3,-1.7,2,-3,4.8,0.0,20,-5,-3
CCOCCCNC(=O)Cn1nc(-c2ccccc2)ccc1=O,-0.19,0.5,-7,-7,-1.9,-0.8,10,-6,1
O=C(CS(=O)(=O)c1cn(Cc2ccccc2Cl)c2ccccc12)N1CCOCC1,.,-2.2,9,15,-1.0,.,.,7,.

# Structures above that contain bromine (3):
SMILES,D1 mod,HTR1E agonist,5-HT1A blocker,HTR1E antagonist,5HT1a ag,S1P3 ag,S1P1 ag pot,HEK293 NFkB inh,Jurkat viability
CC(CNC(=O)c1ccc(Br)o1)NC(=O)c1ccc(Br)o1 (stereo not drawn),-0.012,0.9,-4,-8,2.0,-0.8,-6,11,9
CCOc1ccc(NC(=O)c2nn(C)cc2Br)cc1,.,-0.7,.,6,-0.3,-1.9,-8,.,.
O=C(c1cncc(Br)c1)N1CCN(c2ccc(N3CCOCC3)nn2)CC1,-0.43,-0.5,7,18,3.4,-0.9,1,-6,-2

# (further entries)
SMILES,D1 mod,HTR1E agonist,5-HT1A blocker,HTR1E antagonist,5HT1a ag,S1P3 ag,S1P1 ag pot,HEK293 NFkB inh,Jurkat viability
COCCNC(=O)C(C)OC(=O)c1nsc(Cl)c1Cl (stereo not drawn),-0.12,-2.2,-5,4,-3.3,-0.8,13,5,-1
CCC(C#CCN1CCOCC1)(CC)OCCC#N,-0.06,-0.8,-1,-5,-1.6,-0.1,-2,-8,-1
COCCN1C(=O)N(c2cccc(C)c2)C(=O)C1CC(=O)Nc1ccc(F)cc1 (stereo not drawn),0.3,-0.1,-1,4,-4.3,-0.6,9,15,-2
CCC(C)COC(=O)c1ccc(C(=O)O)cc1 (stereo not drawn),0.093,-1.4,-5,-1,0.8,0.8,-2,4,-3
NC(=O)C1CCCN(C(=O)c2ccc(Cl)cc2)C1 (stereo not drawn),0.65,-1.1,3,-4,0.1,-0.9,-9,12,-6
CCOC(=O)c1ncn2c1C(=O)OC2(C)C,-0.46,-0.6,8,3,-3.0,-1.4,-23,3,1
O=C(O)CC(CP(=O)(c1ccccc1)c1ccccc1)C(=O)O (stereo not drawn),0.18,0.2,-9,-5,-3.5,1.5,6,12,6
COc1ccccc1-c1nnc(NC(C)=O)s1,-0.37,-0.9,21,5,0.1,-1.5,5,-10,-2
O=C(c1cccs1)N1CCN(C2CCN(Cc3ccccc3)CC2)CC1,0.14,-0.4,-7,4,3.0,-0.9,-19,-1,-2
N#CC1=C(N)Oc2cc(O)ccc2C1c1ccncc1 (stereo not drawn),.,-0.3,-49,-9,0.1,2.5,-19,2,-2
COc1ccccc1CNC(=O)Cn1cc2c(n1)CCCC2,0.0078,-0.6,0,-7,-2.2,-1.1,-11,9,-1
CC12COC3(C(=O)Nc4cccnc4)CC1CCC32C (stereo not drawn),0.27,0.9,-3,-10,13,.,.,5,.
NC(=O)Cn1c(S(=O)(=O)Cc2ccccc2)nc2ccccc21,-0.2,-0.4,4,-5,-3.7,0.1,2,14,1

# Assay outcomes deposited in PubChem BioAssay by several laboratories.
